Screens (PubChem BioAssay)
EPAC1 antag: qHTS for Antagonist of cAMP-regulated guanine nucleotide exchange factor 3 (EPAC1): primary screen | Rap guanine nucleotide exchange factor 3 (Homo sapiens), O95398 | EPAC1 GEF assay, Rap1b-BODIPY-GDP exchange fluorescence | Potency, µM (series often up to 115 µM), without a hit: top-dose activity change, negative = inhibition, most hits filed as inhibitors | hit rate 0.14% among 360,000 | AID 720709, 2013;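 also: potency is read from the fitted curve at half-maximal effect; plate controls were vehicle for no effect and positive control for full effect; nearly all actives have a fitted effect of over 50% in size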
Target sequence (O95398 whole entry, looked up): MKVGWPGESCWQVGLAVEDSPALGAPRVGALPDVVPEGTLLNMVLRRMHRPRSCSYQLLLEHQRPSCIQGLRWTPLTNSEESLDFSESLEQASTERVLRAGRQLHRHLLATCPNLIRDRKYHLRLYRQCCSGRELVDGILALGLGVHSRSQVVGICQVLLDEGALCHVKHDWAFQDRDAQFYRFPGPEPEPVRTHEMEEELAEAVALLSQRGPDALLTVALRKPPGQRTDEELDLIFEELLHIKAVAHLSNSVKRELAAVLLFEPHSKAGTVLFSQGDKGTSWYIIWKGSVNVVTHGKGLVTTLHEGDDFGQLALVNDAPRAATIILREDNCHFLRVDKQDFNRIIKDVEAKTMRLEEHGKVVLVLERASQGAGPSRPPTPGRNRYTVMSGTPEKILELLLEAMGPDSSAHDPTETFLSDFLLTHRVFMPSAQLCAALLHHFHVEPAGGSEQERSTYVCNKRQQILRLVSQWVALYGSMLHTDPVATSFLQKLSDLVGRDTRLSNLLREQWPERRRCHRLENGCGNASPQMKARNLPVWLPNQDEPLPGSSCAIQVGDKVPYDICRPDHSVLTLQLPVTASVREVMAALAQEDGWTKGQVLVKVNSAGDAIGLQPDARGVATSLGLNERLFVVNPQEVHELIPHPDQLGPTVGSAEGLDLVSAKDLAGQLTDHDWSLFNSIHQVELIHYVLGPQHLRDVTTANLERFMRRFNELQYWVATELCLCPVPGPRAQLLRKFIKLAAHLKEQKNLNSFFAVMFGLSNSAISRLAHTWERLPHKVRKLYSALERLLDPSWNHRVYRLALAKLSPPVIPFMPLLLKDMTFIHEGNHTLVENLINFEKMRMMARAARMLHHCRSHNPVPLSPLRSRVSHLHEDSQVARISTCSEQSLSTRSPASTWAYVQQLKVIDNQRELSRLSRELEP
PLK1 PBD inh: qHTS for Inhibitors of PLK1-PDB (polo-like kinase 1 - polo-box domain): Primary Screen | Serine/threonine-protein kinase PLK1 (Homo sapiens), P53350 | Plk1 PBD binding of FITC phosphopeptide, fluorescence polarization | Potency, µM, for the others: max response, negative = inhibition, usual class: inhibitors | hit rate 2.8% among 360,000 | AID 720504, 2013; also: potency is read from the fitted curve at half-maximal effect; series mostly up to about 57 µM; % is scaled to controls: 0 for no effect and ±100 for the full control effect; nearly all actives have a fitted effect of over 65% in size
WRN inhibitor: qHTS for Inhibitors of WRN Helicase. WRN helicase unwinding, fluorescent forked duplex, kinetic. Potency, µM (doses to about 114 µM), for inactives: top-dose activity change, negative = inhibition, hits mostly inhibitors. hit rate 0.46% among 360,000. AID 651768, 2012; also: potency is read from the fitted curve at half-maximal effect; % is scaled to controls: 0 for no effect and ±100 for the full control effect; nearly all actives have a fitted effect of over 55% in size
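Screening of the MLSMR collection measured strand separation of a quenched forked DNA duplex (100 nM) by 20 nM WRN with 2 mM ATP, all final. Compounds were preincubated with enzyme 15 min at room temperature.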
CCT modulator: High-Throughput Screening for Modulators of Cytosolic Chaperonin Activity; purified chaperonin ATPase assay, HTRF ADP detection, 30 min; activity change, % (no concentration beside the values), hits read low; hit rate 0.3% among 360,000; AID 651819, 2012; in the data active = activity change below about -30%; also: % is scaled to controls: 0 for no effect and ±100 for the full control effect
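TRiC at 40 or 20 nM final (batch-dependent) in 30 mM Tris pH 7.4, 100 mM KCl, 5 mM MgCl2, 1 mM DTT, with compound at single 76 uM and 10 uM ATP, 30 min at 37 deg C. ADP detected by HTRF Transcreener, 665/615 ratio.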
EPAC1 ag: qHTS for Agonist of cAMP-regulated guanine nucleotide exchange factor 3 (EPAC1): primary screen | EPAC1 agonist qHTS, biochemical assay; response scale: 100% = response to 6.5 mM cAMP | Potency, µM (top dose mostly 154 µM), for the others: top-dose activation, usual class: activators | hit rate 0.073% among 360,000 | AID 720707, 2013; also: potency is read from the fitted curve at half-maximal effect; nearly all actives have a fitted effect of over 60% in size
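Nucleotide exchange by EPAC1 (100 nM) on Rap1B–BODIPY-GDP (250 nM) in the presence of 50 uM GDP is tracked fluorescently at 480/540 nm over 30 min. Signals are normalized to a 6.5 mM cAMP control.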
EPAC2 agonist: qHTS for Agonist of cAMP-regulated guanine nucleotide exchange factor 4 (EPAC2): primary screen | Rap guanine nucleotide exchange factor 4 (Homo sapiens), Q8WZA2 | EPAC2 activation, biochemical qHTS; response scale: 100% = 6.5 mM cAMP response | Potency, µM (highest dose often 154 µM), without a hit: at the top dose activation, hits mostly activators | hit rate 0.079% among 360,000 | AID 720711, 2013; also: potency is read from the fitted curve at half-maximal effect; nearly all actives have a fitted effect of over 50% in size
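Each well held 100 nM EPAC2, 250 nM RAP1B-BODIPY-GDP and 50 uM GDP. Fluorescence, read at 5-min intervals to 30 min, was referenced to a 6.5 mM cAMP positive control.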
PI5P4K alpha inh: qHTS for Inhibitors of phosphatidylinositol 5-phosphate 4-kinase (PI5P4K) | max response, % | Phosphatidylinositol 5-phosphate 4-kinase type-2 alpha (Homo sapiens), P48426 | hit rate 1.2% among 330,000 | AID 652105, 2013 | PI5P4Kalpha enzyme, ADP-Glo luminescence, 60 min; stronger effect = lower value; active = max response of -50% or lower; inconclusive = between -30% and -50%; inactive = -30% or higher; also: value at the top dose of about 77 µM; % is scaled to controls: 0 for no effect and ±100 for the full control effect
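qHTS, 1536-well: enzyme/substrate mix, compound by pin tool, 5 microM ATP final; RT 60 min; ADP-Glo reagents 1 (45 min) then 2 (30 min); luminescence.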
IL2 activator: qHTS of IL-2 Activators | IL-2 activation reporter assay, cell-based qHTS; stimulated with anti-CD3/CD4/CD28 beads; in transgenic mouse T cells | activation, % (series mostly up to about 46 µM) | hit rate 0.065% among 360,000 | AID 652025, 2013; in the data active = activation above about 50%; inconclusive = mostly about 30% to 49%; also: 0% is about no effect
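Unstimulated transgenic mouse T cells preincubated 60 min with compound, then stimulated with anti-CD3/anti-CD4-coated beads plus anti-CD28 for 18 h at 37 degrees C. IL-2 response read as EGFP and DsRed fluorescence by plate cytometry.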
Numbers without * were called inactive; ? = inconclusive; . = not tested or not shown; [ ] = remark or other dose. Unless noted, calls follow the shape of the dose curve; as a rule, active = well fitted curve in the direction sought with a large enough effect; inconclusive = small, poorly fitted or top-dose-only effect, or another doubt; inactive = no such curve, though single readings can be large; an effect the other way counts as inactive or inconclusive.

SMILES	EPAC1 antag	PLK1 PBD inh	WRN inhibitor	CCT modulator	EPAC1 ag	EPAC2 agonist	PI5P4K alpha inh	IL2 activator
COC(=O)C1=C(C)NC(=O)NC1c1c(O)ccc2ccccc12 (centres undefined)	-24%	-6%	0%	-1.7	-2%	9%	-10	0.9
Cc1ccc(N(C(=O)c2cnccn2)C(C(=O)NC2CCCCC2)c2ccc(O)cc2)cc1 (centres undefined)	1%	-29%	-4%	1.1	-2%	1%	-7	0.0
CC1CCc2c(sc(NC(=O)CSc3ncn[nH]3)c2C#N)C1 (centres undefined)	-10%	3%	0%	-1.3	-6%	-3%	4	0.2
O=C(COC(=O)C1CCN(S(=O)(=O)c2ccc(Cl)c(C(F)(F)F)c2)CC1)NCc1ccco1	-1%	-15%	7%	0.6	-8%	-11%	6	-4.0
C=CCC[C@H](Cc1ccc(F)cc1)C(=O)OC[C@@H](Cc1c[nH]c2ccccc12)NC(=O)[C@@H](CC=C)CC(=O)N[C@H](CO)Cc1ccccc1	-1%	1%	7%	-2.4	-10%	-8%	17	-0.6
O=C(CCc1ccccc1)N1CCN(S(=O)(=O)c2cccs2)CC1	3%	-6%	-33%	-0.4	7%	-1%	-6	-3.0
Cc1ccc(NC(=S)NC2CC3CCCC(C2)N3Cc2cccs2)cc1 (centres undefined)	-13%	-1%	-4%	1.2	14%	20%	.	-0.6
CCOC(=O)N1CCC(N2C(=O)c3ccccc3C2Nc2cc(C(=O)OC)cc(C(=O)OC)c2)CC1 (centres undefined)	4%	-2%	0%	1.9	-11%	15%	5	-0.7
CCOC(=O)c1[nH]c2ccc(C)cc2c1NC(=O)CN1CCCCC1	-11%	-9%	-5%	-3.8	0%	10%	4	1.4
CCN(CC)c1ccc(C2NC(=O)NC(C)=C2C(=O)Nc2ccccc2)cc1 (centres undefined)	-6%	-4%	2%	-6.5	3%	6%	8	0.1
O=C1C=C(c2ccc(F)cc2OCc2ccccc2)C[C@@H](c2ccc(F)cc2)C1	11%	-2%	-6%	1.0	-19%	8%	8	-0.4
COc1cccc(N2CCN(S(=O)(=O)c3ccc(-c4coc(C)n4)cc3)CC2)c1	-10%	3%	-7%	0.2	10%	4%	2	-0.1
Cc1cc(C)c(NC(=S)NCCCSC2CCCCC2)c(C)c1	?	24µM*	-13%	-2.0	12%	5%	-9	-3.4
C/C(=N\NC(=O)c1nc2ccccn2c1C)c1ccco1	-1%	-11%	3%	1.5	-2%	-1%	3	-3.4
Cc1ccc(C(=O)N2CCCCC2C(=O)O)cc1S(=O)(=O)N1CCCCC1 (centres undefined)	11%	5%	-5%	-1.0	1%	0%	7	1.5
CCCNC(=O)c1cc(-c2ccc(OC)cc2)n(CCCOC)c1C	-34%	-17%	-10%	-1.0	-3%	5%	7	-2.0
O=C(NCc1ccccc1)C(c1ccccc1)N(Cc1cccs1)C(=O)c1cnccn1 (centres undefined)	-11%	-9%	1%	-1.5	13%	10%	.	-2.1
O=S1(=O)NC(CC2=CCCCC2)C2CCCCC2O1 (centres undefined)	9%	4%	-5%	-0.9	2%	-6%	6	-1.4
CC/C(=N\NC(=O)c1c(-c2ccccc2)noc1C)c1ccc(C)o1	6%	-10%	7%	11	-7%	-2%	0	-1.1
COc1ccccc1CN(C)C(=O)c1ccc(COc2ccccc2)cc1	?	-14%	-3%	-2.3	3%	25%	-2	-4.0

Another view of some results above.
compound | EPAC1 antag | PLK1 PBD inh | WRN inhibitor | CCT modulator | EPAC1 ag | EPAC2 agonist | PI5P4K alpha inh | IL2 activator
CC/C(=N\NC(=O)c1c(-c2ccccc2)noc1C)c1ccc(C)o1 | 6% | -10% | 7% | 11 | -7% | -2% | 0 | -1.1
C/C(=N\NC(=O)c1nc2ccccn2c1C)c1ccco1 | -1% | -11% | 3% | 1.5 | -2% | -1% | 3 | -3.4
COc1cccc(N2CCN(S(=O)(=O)c3ccc(-c4coc(C)n4)cc3)CC2)c1 | -10% | 3% | -7% | 0.2 | 10% | 4% | 2 | -0.1
CCCNC(=O)c1cc(-c2ccc(OC)cc2)n(CCCOC)c1C | -34% | -17% | -10% | -1.0 | -3% | 5% | 7 | -2.0

Following part.
SMILES	EPAC1 antag	PLK1 PBD inh	WRN inhibitor	CCT modulator	EPAC1 ag	EPAC2 agonist	PI5P4K alpha inh	IL2 activator
O=C1CCCc2sccc2N1	8%	-1%	5%[57.1 µM]	-2.4	2%	8%	.	0.1
COc1ccc(Cl)cc1C(=O)Nc1ccc(S(=O)(=O)N2CCCC2)cc1	-5%	-7%	-1%	-1.2	3%	-10%	14	-0.5
CCOc1ccc(-c2cnc(SCC(N)=O)nc2N)cc1	-10%	-3%	-3%	-0.2	-3%	0%	-1	1.1
O=C(Nc1ccno1)Nc1ccc(Cl)cc1Cl	1%	-3%	-13%	0.9	-1%	6%	-2	0.3
CN(CC(=O)Nc1sccc1C#N)C1CCCCC1	-8%	?	?	-1.1	1%	6%	?	0.3
CC(Oc1ccc(Cl)cc1Cl)c1ccnc2nc(N3CCOCC3)nn12 (centres undefined)	-17%	-5%	-2%	-3.7	3%	6%	9	-2.7
O=C1CCC(C(=O)Nc2cc(C(F)(F)F)ccc2-n2cncn2)=NN1	-9%	-19%	-1%	-3.8	-10%	6%	1	-0.8
CCn1c(SCC(=O)NCc2ccccc2)nc2ccccc2c1=O	5%	-3%	-6%	1.4	3%	3%	.	-1.2
COC(=O)c1cc(=O)n(-c2ccc(F)cc2)c(=Nc2ccc(F)cc2)s1	-28%	-11%	-6%	0.1	1%	-2%	11	-3.0
Cn1c(=O)c([N+](=O)[O-])c(Oc2ccccc2)c2ccccc21	-19%	24µM*	?	-0.3	2%	1%	?	-1.9

Exported in CSV form: 6 of the compounds above
mol,EPAC1 antag,PLK1 PBD inh,WRN inhibitor,CCT modulator,EPAC1 ag,EPAC2 agonist,PI5P4K alpha inh,IL2 activator
CN(CC(=O)Nc1sccc1C#N)C1CCCCC1,-8%,?,?,-1.1,1%,6%,?,0.3
CC(Oc1ccc(Cl)cc1Cl)c1ccnc2nc(N3CCOCC3)nn12 (centres undefined),-17%,-5%,-2%,-3.7,3%,6%,9,-2.7
O=C1CCC(C(=O)Nc2cc(C(F)(F)F)ccc2-n2cncn2)=NN1,-9%,-19%,-1%,-3.8,-10%,6%,1,-0.8
CCn1c(SCC(=O)NCc2ccccc2)nc2ccccc2c1=O,5%,-3%,-6%,1.4,3%,3%,.,-1.2
COC(=O)c1cc(=O)n(-c2ccc(F)cc2)c(=Nc2ccc(F)cc2)s1,-28%,-11%,-6%,0.1,1%,-2%,11,-3.0
Cn1c(=O)c([N+](=O)[O-])c(Oc2ccccc2)c2ccccc21,-19%,24µM*,?,-0.3,2%,1%,?,-1.9

Remaining list, next part.
SMILES	EPAC1 antag	PLK1 PBD inh	WRN inhibitor	CCT modulator	EPAC1 ag	EPAC2 agonist	PI5P4K alpha inh	IL2 activator
CC(C)[C@H](NC(=O)NCc1ccc(F)cc1)C(=O)O	-2%	-3%	1%	-0.9	6%	2%	-7	-0.3
CCn1nc(C)c(Br)c1Nc1ccc(Br)cc1	12%	-6%	4%	-2.7	10%	11%	-5	-0.3
COC(=O)c1ccccc1NC(=O)Cn1cnc2cc(C)c(C)cc21	1%	-1%	-1%	1.2	-3%	1%	.	-3.0
CCNCCNC(=O)c1c(O)c2c([nH]c1=O)CCCC2	7%	-5%	6%	-0.2	1%	3%	.	-1.2
CC(=O)c1c(C)[n+]([O-])c2ccc3c(non3O)c12	-8%	-14%	-2%	-1.0	5%	5%	-11	-4.9
COc1ccc(C2(CNC(=O)c3cccc([N+](=O)[O-])c3)CCCCC2)cc1OC	17%	-1%	8%	-1.9	6%	8%	2	1.4
CCOC(=O)c1ccc(NC(=S)NN2CCOCC2)cc1	0%	9%	-30%[57.1 µM]	-1.1	-4%	-1%	1	1.1
COc1ccc(NC(=O)C2CC(=O)NC(Nc3cccc(C)c3)=N2)cc1 (centres undefined)	-2%	0%	0%	-5.5	3%	5%	8	-0.1
CC(C)(C)NC(=O)C(c1ccc(-c2ccccc2)cc1)N(C[C@H]1CC[C@@H]([C@@H]2CC[C@H](CO)O2)O1)C(=O)c1ccc(C(C)(C)C)cc1 (some centres undefined)	-30%	-12%	-13%	0.4	-25%	-16%	-19	2.3
CN(C)/C=C/C(=O)c1cnc(-c2ccccc2Cl)s1	-11%	-4%	0%	-0.3	8%	5%	-23	-0.1
CC1(OC(=O)CCc2ccccc2)C(=O)C=C2C=C(c3ccc(C#N)cc3)N(C3CCCC3)C=C2C1=O (centres undefined)	-29%	-28%	-2%	-2.6	-4%	8%	-22	0.4
CCCCNc1c(C(=O)OCC)c(C)nc2c1cnn2CC	-2%	-4%	0%	0.4	-19%	1%	3	-0.6
C=CCn1c(CNC(=O)c2cccs2)nnc1SCC(=O)c1ccc(Br)cc1	?	-6%	6%	-24	3%	-12%	.	1.6
CCCc1nnc(NC(=O)CCCN2C(=O)c3ccccc3C2=O)s1	-8%	27µM*	8%	-1.4	5%	-5%	-20	1.6
Nc1nonc1C(=O)NCCNS(=O)(=O)c1ccc(F)cc1	-4%	-9%	-13%	-1.3	-2%	1%	5	0.1
O=C(NCc1ccccc1)c1cccc(NS(=O)(=O)c2cccc3cccnc23)c1	-25%	-9%	-3%	-0.7	7%	-6%	-2	0.8

Only part of the results is shown; count on the stated rates, not on these rows.
